# Screening data deposited in PubChem by several laboratories.
# T cell modulator = modulators of CD8 T cell-vesicle binding, primary screen, mouse 2C CD8+ T cells, flow cytometry | 2C CD8+ T cell-vesicle binding; stronger effect = lower value | calls only at 7 µM | 0.068% of 330,000 active | AID 2052, 2009;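 active = response, share of CD8 T cells binding vesicles, and their 90th percentile fluorescence all below set limits, cut at about 80% in these data, passing the limit was not always enough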
#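 material = purified 2C TCR transgenic mouse naive CD8+ T cells | controls = Unloaded micro-vesicles (low), QL9 vesicles with 0.7% DMSO (high) | detection = cytometric PE anti-B7-1 and Alexa647 anti-CD8 signals after 1% paraformaldehyde fixation | incubation = binding step 1.5 h, 37 °C, antibody labelling 20 min, ice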
# GPR35 antagonists = GPR35 antagonists blocking zaprinast-driven arrestin recruitment, primary screen, imaging, U2OS, beta-arrestin-GFP, zaprinast agonist (AID 2058); G-protein coupled receptor 35 (Homo sapiens); U2OS GPR35 beta-arrestin-GFP translocation imaging, zaprinast antagonism; higher % means a stronger effect; one-dose inhibition, % at 10 µM; IC50 in µM for titrated hits; 0.052% of 290,000 active;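 active = inhibition of at least 50% with at least 30 cells and total cytoplasm GFP at most 10,000,000; inconclusive = under 30 cells or total GFP of 10,000,000 plus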
# West Nile virus CPE = West Nile virus antiviral activity, cell-based, CPE readout (AID 1621); West Nile virus-infected cells, CPE inhibition; higher % means a stronger effect; CPE inhibition, % at 10 µM; hits with a dose series show IC50 in µM; 0.02% of 290,000 active; in the data active = a potency from the dose series; inconclusive = CPE inhibition mostly from about 3.7% at the one dose, without a potency; inactive = the rest, 99 in 100 with CPE inhibition below about 2.2%; also: strong numbers were not always called active
# Salmonella PhoP GFP = inhibitors of PhoP regulon expression, primary screen, Salmonella Typhimurium, GFP reporter (AID 1863); S. Typhimurium PhoP-regulated promoter GFP reporter, 4 h; higher % means a stronger effect; one-dose inhibition, % at 50 µM; IC50 in µM for titrated hits; 0.16% of 300,000 active;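 active = inhibition over 29.93%, a cutoff 3 SD above the screen mean, later confirmed by dose response; inconclusive = inhibition over 29.93% but no dose response follow-up; inactive = inhibition at most 29.93% or unconfirmed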;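 also: 0% = low Mg2+ inducing control and 100% = high Mg2+ repressing control; strong numbers were not always called active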
# GPR55 LPI antagonism = GPR55 antagonists blocking LPI-driven arrestin recruitment, primary screen, imaging, U2OS, beta-arrestin-GFP, LPI agonist (AID 2013) | G-protein coupled receptor 55 (Homo sapiens) | U2OS GPR55 beta-arrestin-GFP translocation imaging, LPI antagonism; higher % means a stronger effect | inhibition, % at 10 µM; hits with a dose series show IC50 in µM | 0.13% of 290,000 active;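 active = spots per cell inhibited over 60%, with over 100 cells counted and total cytoplasm intensity under 500,000; inconclusive = wells with under 100 cells, flagged as likely toxic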;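 also: U2OS cells stably carrying GPR55 and arrestin-GFP stimulated by 5 µM LPI near EC80; imaged beta-arrestin-GFP aggregate spots per cell after agonist stimulation; plate controls were LPI-stimulated DMSO wells for no effect and DMSO wells without LPI for full effect; some results filed as inactive read as strong as hits; confirmed hits need IC50 under 10 µM and bright autofluorescent wells are also inconclusive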
# GPR55 activation = GPR55 agonists via beta-arrestin recruitment, primary screen, imaging, U2OS cells, beta-arrestin-GFP redistribution (AID 1961). G-protein coupled receptor 55 (Homo sapiens). U2OS GPR55 beta-arrestin-GFP redistribution imaging; higher % means a stronger effect. activation, % at 10 µM, or EC50 in µM where a hit was titrated. 0.048% of 290,000 active;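 active = activation above 40% with more than 50 cells counted in the well; inconclusive = wells holding fewer than 50 cells, flagged as toxic or sparse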;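 also: U2OS osteosarcoma cells stably expressing GPR55 and beta-arrestin-GFP; plate controls were DMSO negative control for no effect and LPI positive control for full effect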
# NTR1 ag = agonists of NTR1, primary screen, imaging, U2OS cells, beta-arrestin-GFP, high content (AID 493036) | activation, % at 20 µM | 0.17% of 330,000 active | NTR1-U2OS beta-arrestin-GFP spot imaging, agonist mode;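 active = activation at or above 40% of the spot to cytoplasm intensity ratio, with at least 20 cells analyzed; inconclusive = wells under 20 cells, flagged as cytotoxic or low count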;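 also: 0% = DMSO without peptide and 100% = 100 nM NTR1 peptide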
# Target sequence (P30989 whole entry, looked up): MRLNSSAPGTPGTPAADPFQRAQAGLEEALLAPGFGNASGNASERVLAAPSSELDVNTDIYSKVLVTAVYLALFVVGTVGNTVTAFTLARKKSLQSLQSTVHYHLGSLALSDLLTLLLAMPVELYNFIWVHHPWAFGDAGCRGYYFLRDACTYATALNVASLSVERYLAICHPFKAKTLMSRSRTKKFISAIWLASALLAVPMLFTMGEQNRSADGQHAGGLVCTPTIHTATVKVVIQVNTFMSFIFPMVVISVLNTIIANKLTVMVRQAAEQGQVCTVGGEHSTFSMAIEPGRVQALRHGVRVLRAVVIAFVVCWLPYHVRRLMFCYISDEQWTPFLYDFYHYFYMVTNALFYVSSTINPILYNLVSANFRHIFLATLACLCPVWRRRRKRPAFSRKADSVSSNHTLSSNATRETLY
# KOR beta-arrestin-1 = KOR agonists, beta-arrestin recruitment, primary screen, cell-based, luminescence, uHTS (AID 1777) | 0.02% of 280,000 active | activation, % at 10 µM; hits with a dose series show EC50 in µM | Kappa-type opioid receptor (Homo sapiens) | KOR beta-arrestin recruitment, luminescence; higher % means a stronger effect; in the data active = activation above about 50%, passing the limit was not always enough; also: a part of the inactive calls stands beside numbers as strong as those of hits
# KOR beta-arrestin-2 = KOR antagonists, beta-arrestin recruitment, cell-based, luminescence, uHTS (AID 1778). Kappa-type opioid receptor (Homo sapiens). KOR beta-arrestin recruitment, luminescence, antagonist mode; higher % means a stronger effect. inhibition, % at 10 µM; hits with a dose series show IC50 in µM. 0.091% of 290,000 active; in the data active = inhibition above about 50%; also: strong numbers were not always called active
# T cell modulator vesicle-bound % = second read-out of T cell modulator, no call of its own (marks repeat the call); double positive events, %; measured here: CD8+ vesicle-bound cell fraction;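 binding gate set so that unloaded-vesicle control wells show 10% double positive cells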
# NTR1 ag cell count 20 µM = also measured in NTR1 ag; calls as there; cell count; measured here: cell count, cytotoxicity flag
# An asterisk follows results filed as active; i = inactive; ? = inconclusive; nt = not tested or not shown; [ ] = remark or other dose.
SMILES,T cell modulator,T cell modulator vesicle-bound %,GPR35 antagonists,West Nile virus CPE,Salmonella PhoP GFP,GPR55 LPI antagonism,GPR55 activation,NTR1 ag,NTR1 ag cell count 20 µM,KOR beta-arrestin-1,KOR beta-arrestin-2
Cc1cc(NS(=O)(=O)c2ccc(NC(=S)NC(=O)c3ccc(Br)cc3)cc2)no1,i,62,-3%,0.3%,1%,6%,-0.3%,-0.5,45,13%,9%
CC1=NNC(=O)C1CC(=O)N/N=C(/C)c1cccc([N+](=O)[O-])c1 (centres undefined),i,47,-2%,0.0%,0%,28%,0.1%,-0.3,47,-3.7%,5%
CC(=O)Nc1c(C#N)c(C(C)(C)C)cn1C,i,29,11%,0.8%,32%,5%,-0.1%,1.7,52,2.2%,-20%
Cc1cc(C)cc(OCC(=O)Nc2ccc(S(=O)(=O)Nc3ccccn3)cc2)c1,i,60,-1%,0.1%,-1%,-6%,-0.1%,0.5,54,-7.3%,30%[20 µM]
O=C(Nc1ccc(F)cc1)c1oc2ccccc2c1NC(=O)C1CCCC1,nt,nt,-5%,0.2%,3%,58%,0.5%,15,55,1.1%,18%
CCOC(=O)N1CCN(CC(O)COc2ccc(C(C)C)c(C)c2)CC1 (centres undefined),i,29,6%,-0.8%,4%,16%,0.0%,0.6,50,-3.3%,7%
Cn1cccc1/C=C1\SC(=O)N(CC(=O)Nc2ccc(Cl)cc2)C1=O,i,6,6%,-1.1%,0%,12%,-0.1%,-0.6,48,-0.9%,-4%
CCCCC(=O)Nc1ccc(NCc2ccc(C)s2)cc1,i,30,3%,-0.1%,7%,-6%,0.5%,nt,nt,2.8%,-2%
O=C1C2CCCN2C(c2ccc(Br)cc2)N1c1ccc(F)cc1 (centres undefined),i,36,-9%,-0.7%,7%,-3%,-0.2%,-2.4,61,-1.5%,-23%
COc1ccc(NC(=O)C2CCCCN2S(=O)(=O)c2ccc(F)cc2)c(OC)c1 (centres undefined),i,30,-3%,-1.0%,15%,-2%,0.3%,-1.6,94,-1.1%,10%
O=C(COC(=O)C1CSC2(c3ccc(F)cc3)CCC(=O)N12)NC(=O)NC1CCCC1 (centres undefined),i,62,-9%,0.5%,3%,3%,1.3%,0.9,34,2.6%,-54%
N#Cc1cc(-c2ccccc2)nnc1Oc1ccccc1Cl,i,38,-6%,-0.4%,3%,7%,-0.2%,7.3,69,-1.4%,-11%
CC(=O)Nc1ccc(Oc2ccc3c(c2)C(=O)NC3=O)cc1,i,63,-10%,0.7%,-6%,11%,-0.2%,-0.4,48,0.6%,-4%
O=[N+]([O-])c1nn(-c2ccc3c(c2)OCCO3)n(O)c1=NC1CCCCCC1,i,50,5%,1.0%,4%,19%,-0.1%,6.1,43,2.4%,-20%
Cc1ccnc(NS(=O)(=O)Cc2ccccc2)c1,i,30,2%,1.6%,-4%,nt,-0.1%,1.8,95,-2.4%,16%
O=C1c2ccccc2CN1c1ccccc1,i,60,-2%,-0.5%,4%,5%,-0.3%,0.5,56,1.9%,-31%[20 µM]
O=C(N1CCOCC1)N1CCc2ccccc21,i,69,9%,-0.2%,-2%,4%,0.6%,0.5,66,4.8%,-29%[20 µM]
CCc1nn(C)c(N)c1C,i,11,-4%,-0.2%,4%,-13%,-0.1%,-0.1,53,nt,19%
CC(C)Nc1nnc(SCC(=O)c2c[nH]c3ccccc23)s1,i,51,11%,-0.5%,17%,-14%,-0.3%,0.1,58,14%,-14%
Cc1ccc(C(=O)N/N=C/c2cc(Br)ccc2O)cn1,i,65,13%,-0.9%,76µM*,-3%,0.0%,1.6,61,-4.0%,-3%[20 µM]
Cc1cc(=O)[nH]c(SCC(=O)Nc2ccc(S(=O)(=O)N3CCCCC3)cc2)n1,i,31,10%,0.8%,-8%,-3%,-0.1%,-2.4,93,0.1%,-40%
O=c1c2c3c(sc2n(CCN2CCCC2)c(=O)n1Cc1ccco1)CCCCC3,i,42,-5%,-0.5%,9%,16%,0.1%,18,84,-0.7%,-23%
Cc1cc(C)cc(NC(=O)Cn2nnc(C(=O)NCc3cccs3)c2N)c1,i,19,15%,?,1%,2%,0.0%,-0.2,58,-4.9%,3%
Cc1cccc(N2CCN(C(=O)c3ccccc3NC(=O)C3=CSCCO3)CC2C)c1 (centres undefined),i,11,2%,-0.1%,-6%,8%,-0.3%,1.0,62,-5.0%,-17%
CC(=O)N1c2ccc(S(=O)(=O)N3CCC(C(=O)NC4CCCC(C)C4C)CC3)cc2CC1C (centres undefined),i,41,8%,-1.2%,nt,6%,-0.1%,2.8,58,-5.4%,-11%[20 µM]
SMILES,T cell modulator,T cell modulator vesicle-bound %,GPR35 antagonists,West Nile virus CPE,Salmonella PhoP GFP,GPR55 LPI antagonism,GPR55 activation,NTR1 ag,NTR1 ag cell count 20 µM,KOR beta-arrestin-1,KOR beta-arrestin-2
Cc1cccc(C)c1NC(=O)Cn1c(=O)n(CCCC(=O)NCc2ccco2)c(=O)c2sccc21,i,26,15%,0.3%,4%,2%,-0.1%,0.8,72,0.5%,-32%
Cc1ccc2cc(C#N)c(N3CCN(C(=O)c4ccccc4)CC3)nc2c1,i,57,6%,-0.5%,10%,-18%,0.4%,1.0,39,4.0%,-25%
O=C(Nc1cccc(NC(=O)c2cccnc2Cl)c1)c1ccco1,i,59,-4%,0.2%,2%,10%,-0.4%,-0.3,38,-0.3%,18%
CCOC(=O)Cn1c(C(=O)OCC)cc2sccc21,i,30,0%,0.5%,9%,-8%,-0.1%,0.3,55,-5.9%,26%
Cc1cccc(NC(=S)N/N=C/c2cccc([N+](=O)[O-])c2)c1,i,17,4%,-1.3%,-9%,7%,0.2%,5.5,83,-4.0%,-9%
O=C(NCc1ccccn1)Nc1ccc(Br)cc1,i,22,-11%,-0.6%,3%,3%,-0.1%,1.1,67,7.7%,-14%
O=S(=O)(CC(O)COc1ccc(Br)cc1)c1ccccc1 (centres undefined),i,27,4%,-0.3%,0%,-17%,-0.2%,-0.1,46,2.9%,24%
Cc1[nH]c2ccc(F)cc2c1CCN(Cc1ccncc1)C(=S)Nc1ccc(F)cc1,i,38,-26%,-0.9%,-2%,16%,-0.4%,2.4,82,-0.2%,-27%
Cc1cc(C)n2nc(C(=O)N3CCCC(N4CCN(c5ccccc5C)CC4)C3)cc2n1 (centres undefined),nt,nt,4%,-0.6%,nt,-2%,0.0%,0.4,69,-1.3%,-4%
CCC(C)(CC(=O)N(C)CCC#N)c1ccccc1 (centres undefined),i,5,0%,-0.1%,6%,-3%,0.2%,-1.9,73,-4.3%,26%
COc1ccc(NC(=O)C(=O)N/N=C/c2cccnc2)c(OC)c1,i,9,-4%,2.4%,-5%,13%,0.0%,-0.1,54,2.3%,-18%
Cc1[nH]c2ccccc2c1C(=O)CSc1ccc(F)cc1,i,6,4%,0.2%,-12%,6%,-0.2%,7.7,48,3.5%,-9%
COc1cc(C(=O)NCCNC(=O)c2cc(OC)c(C)c(OC)c2)cc(OC)c1C,i,34,-2%,-0.1%,-1%,15%,0.6%,-1.9,42,0.2%,-9%
Cc1cc(C)n(CCC(=O)N/N=C/c2cccc([N+](=O)[O-])c2)n1,i,33,-10%,0.0%,-12%,1%,-0.3%,-0.9,49,-1.9%,1%
CC(CCc1ccccc1)NC(=O)COC(=O)C12CC3CC(CC(Br)(C3)C1)C2 (centres undefined),i,35,1%,-0.1%,13%,-7%,0.3%,2.6,67,-2.0%,2%
O=C1CN=C(Nc2ccccc2Cl)N1c1ccccc1,i,11,-17%,-0.1%,-3%,-2%,-0.1%,-1.1,48,5.5%,-14%
COc1cccc(/C=C2/CN(C)CC3=C2OC(N)=C(C#N)C3c2cccc(OC)c2)c1 (centres undefined),i,49,5%,0.0%,-8%,8%,-0.3%,0.0,56,-2.1%,8%
COCc1cc(C)nc(NC2CCCCC2)c1C#N,i,37,-8%,1.7%,8%,6%,-0.2%,-0.3,57,1.0%,6%
C=CCn1c(=O)c2ccc(C(=O)NCc3ccccc3)cc2n(Cc2ccc(C)cc2)c1=O,i,46,-10%,nt,0%,0%,-0.2%,3.0,52,12%,-41%
Cc1ccc(N2CCN(C(=O)CN3C(=O)c4ccccc4C3=O)CC2)cc1,i,38,-2%,0.7%,6%,1%,0.2%,-0.4,47,-3.2%,-4%
CSCCC(NS(=O)(=O)c1ccc2c(c1)oc(=O)n2C)C(=O)NC1CCC(C)CC1 (centres undefined),i,30,14%,-0.2%,-7%,-3%,-0.1%,0.2,98,1.2%,2%
Cn1nc(C(=O)N2CCN(c3ccccc3F)CC2)c2c1-c1ccccc1S(=O)(=O)C2,i,5,-1%,-0.5%,1%,-1%,-0.1%,0.8,53,-4.3%,-59%
CCOC(=O)c1c(NC(=O)c2ccccc2)sc2c(O)c(CN(CC)CC)ccc12,i,12,3%,1.2%,4%,11%,-0.1%,-0.8,113,-2.6%,-24%
O=C(Cc1ccc(F)cc1)Nc1ccc(Cl)cn1,i,59,4%,-0.3%,0%,6%,-0.1%,0.2,61,-0.1%,-58%[20 µM]
O=S(=O)(NCC(c1cccnc1)N1CCOCC1)c1ccccc1 (centres undefined),i,62,12%,0.8%,4%,-2%,0.5%,1.6,60,-2.0%,-17%
CCCCC(=O)Nc1sc2c(c1-c1nc3ccccc3s1)CCN(C(C)=O)C2,nt,nt,-4%,0.3%,7%,-29%,-0.3%,nt,nt,-3.6%,-4%
O=C1CN(C(=O)c2ccc(Br)o2)C(c2ccccc2)c2cc(F)ccc2N1 (centres undefined),i,37,8%,0.0%,0%,11%,-0.1%,2.8,78,10%,26%
